# Screening results from PubChem.
# PfHsp90 yeast 2 – growth inhibition of PfHsp90-expressing yeast, primary screen, antimalarial PfHsp90 inhibitor project, S. cerevisiae, BacTiter-Glo luminescence, single point, set 2. inhibition, % at 9.4 µM. actives 0.32% (n = 310,000). BacTiter-Glo ATP, 48 h; yeast lacking PDR1 and PDR3 efflux regulators;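 active means every replicate shows inhibition above about 80%, whatever the replicate mean, limit read from the data; inconclusive means mean inhibition reaches the set limit but some replicate falls short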;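 further: 0% = DMSO neutral controls and 100% = 20 µM radicicol positive controls; yeast relying on Plasmodium falciparum Hsp90 in place of its own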
# CAL PDZ FP-1 – untagged CAL PDZ binding inhibitors, primary screen, biochemical, fluorescence polarization, HTS; Golgi-associated PDZ and coiled-coil motif-containing protein (Homo sapiens), Q9HD26; purified CAL PDZ, TMR-peptide fluorescence polarization, 1 h; inhibition, % at 24.9 µM; actives 0.92% (n = 300,000); AID 602252, 2012;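 active means mean inhibition of at least 30% with at least half of replicates also reaching 30%; inconclusive means no clear call, values can overlap the other calls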;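 further: 0% = DMSO neutral control and 100% = excess unlabeled competitor peptide PRC23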
# PvdQ inh – P. aeruginosa PvdQ acylase inhibitors, primary screen, biochemical, fluorescence, plate reader and imaging, single point; actives 0.063% (n = 340,000); PvdQ acylase [Pseudomonas aeruginosa LESB58]; purified PvdQ acylase; inhibition, % at 10 µM; in the data active means inhibition above about 30%, passing the limit was not always enough; inconclusive means no clear call, values can overlap the other calls;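 further: 0% = vehicle neutral wells and 100% = reference inhibitor wells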
# MITF TRPM1 HTS – activators of MITF-driven TRPM1 promoter reporter, primary screen, cell-based, SK-MEL-5, luciferase, single point. SK-MEL-5 TRPM1-promoter luciferase, 24 h; % of positive control, neutral wells = 0. activation, % at 12.5 µM. actives 0.75% (n = 300,000);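 active means mean activation of at least 80% with every replicate also reaching 80%; inconclusive means mean reaches 80% but some replicate falls short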;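 further: 0% = neutral control wells and 100% = parthenolide positive control wells; values of inactives mirror those of a sister screen read the other way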
# CAL PDZ FP-2 – CAL PDZ peptide-binding inhibitors, primary screen, biochemical, fluorescence polarization, Cer-tagged CAL PDZ, HTS; actives 0.02% (n = 330,000); purified CAL PDZ, TMR-peptide fluorescence polarization, 1 h; AID 504414, 2011; Golgi-associated PDZ and coiled-coil motif-containing protein (Homo sapiens), Q9HD26; inhibition, % at 20 µM;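 active means highest replicate inhibition of at least 40%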;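 further: plate controls were DMSO neutral control wells for no effect and unlabeled competitor peptide control wells for full effect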
#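 System: tagged CAL PDZ domain. Schedule: 1 h room-temperature incubation prior to read. Signal: fluorescence polarization (mP). Measure: percent inhibition from loss of millipolarization.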
# Rtt109 Vps75 – inhibitors of C. albicans Rtt109/Vps75 HAT, primary screen, biochemical, ThioGlo CoA-SH fluorescence, plate reader. inhibition, % at 34.9 µM. Histone acetyltransferase RTT109 (Candida albicans (strain SC5314 / ATCC MYA-2876)), …. actives 0.16% (n = 330,000). purified Rtt109/Vps75, 4 h;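 active means inhibition of at least 50% in every replicate; inconclusive means best replicate reaches 50% inhibition but some replicates fall short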
# SR-BI HDL uptake – inhibitors of SR-BI mediated HDL lipid uptake, primary screen, ldlA[mSR-BI] cells, fluorescence, single point. Scavenger receptor class B member 1 (Mus musculus), Q61009. ldlA[mSR-BI] CHO cells, DiI-HDL uptake fluorescence, 3 h. inhibition, % at 12.5 µM. actives 0.96% (n = 320,000). AID 488896, 2010;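 active means mean replicate inhibition of at least 70% and a set share of replicates each scoring 70 or more; inconclusive means meets just one of the two criteria; inactive means fails both criteria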;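 further: 0% = median of neutral control wells and 100% = median of positive control wells; values of inactives mirror those of a sister screen read the other way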
# SR-BI DiI-HDL act – activators of SR-BI mediated DiI-HDL uptake, primary screen, ldlA[mSR-BI] CHO cells, DiI fluorescence | 3 h; 100 = double the neutral-control signal | activation, % at 12.5 µM | actives 0.096% (n = 320,000) | AID 504775, 2011;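 active means mean replicate activation of at least 60% and every replicate at or above 60%; inconclusive means mean or all-replicate condition met, but not both; inactive means mean below 60% and not all replicates reaching 60%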;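 further: 0% = median plate neutral-control signal and 100% = twice that signal; values of inactives mirror those of a sister screen read the other way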
#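 System: LDL receptor-deficient CHO ldlA cells overexpressing murine SR-BI | Timing: 3 h uptake period with compound, 37 °C | Medium: HEPES-buffered (25 mM, pH 7.4) F12 plus 0.5% BSA | Dosing: Single-point compound dose | Signal: Bottom-read fluorescence, 550/595 nm | Read-out: Retained DiI signal reflecting DiI-HDL uptake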
# dFosB act – activators of delta FosB homodimer, primary screen, biochemical, fluorescence polarization, TAMRA-CDK5 oligo, single point | Protein FosB (Mus musculus), P13346 | purified delta FosB; percent of positive-control signal above neutral wells | activation, % at 25 µM | actives 0.99% (n = 340,000) | AID 493131, 2011;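 active means mean activation above about 17%, with every replicate also reaching it, limit read from the data, passing the limit was not always enough; inconclusive means only one of the two conditions met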;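 further: fluorescence polarization rise as delta FosB binds a TAMRA Cdk5 AP-1 oligo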
# NSD2 HMT inh – NSD2 histone methyltransferase inhibitors, primary screen, biochemical, AlphaScreen, single concentration, set 2; Histone-lysine N-methyltransferase NSD2 (Homo sapiens), O96028; inhibition, % at 12.5 µM; actives 0.54% (n = 310,000); NSD2 peptide methylation, 120 min; in the data active means inhibition above about 50%
# Target sequence (O96028 whole entry, looked up): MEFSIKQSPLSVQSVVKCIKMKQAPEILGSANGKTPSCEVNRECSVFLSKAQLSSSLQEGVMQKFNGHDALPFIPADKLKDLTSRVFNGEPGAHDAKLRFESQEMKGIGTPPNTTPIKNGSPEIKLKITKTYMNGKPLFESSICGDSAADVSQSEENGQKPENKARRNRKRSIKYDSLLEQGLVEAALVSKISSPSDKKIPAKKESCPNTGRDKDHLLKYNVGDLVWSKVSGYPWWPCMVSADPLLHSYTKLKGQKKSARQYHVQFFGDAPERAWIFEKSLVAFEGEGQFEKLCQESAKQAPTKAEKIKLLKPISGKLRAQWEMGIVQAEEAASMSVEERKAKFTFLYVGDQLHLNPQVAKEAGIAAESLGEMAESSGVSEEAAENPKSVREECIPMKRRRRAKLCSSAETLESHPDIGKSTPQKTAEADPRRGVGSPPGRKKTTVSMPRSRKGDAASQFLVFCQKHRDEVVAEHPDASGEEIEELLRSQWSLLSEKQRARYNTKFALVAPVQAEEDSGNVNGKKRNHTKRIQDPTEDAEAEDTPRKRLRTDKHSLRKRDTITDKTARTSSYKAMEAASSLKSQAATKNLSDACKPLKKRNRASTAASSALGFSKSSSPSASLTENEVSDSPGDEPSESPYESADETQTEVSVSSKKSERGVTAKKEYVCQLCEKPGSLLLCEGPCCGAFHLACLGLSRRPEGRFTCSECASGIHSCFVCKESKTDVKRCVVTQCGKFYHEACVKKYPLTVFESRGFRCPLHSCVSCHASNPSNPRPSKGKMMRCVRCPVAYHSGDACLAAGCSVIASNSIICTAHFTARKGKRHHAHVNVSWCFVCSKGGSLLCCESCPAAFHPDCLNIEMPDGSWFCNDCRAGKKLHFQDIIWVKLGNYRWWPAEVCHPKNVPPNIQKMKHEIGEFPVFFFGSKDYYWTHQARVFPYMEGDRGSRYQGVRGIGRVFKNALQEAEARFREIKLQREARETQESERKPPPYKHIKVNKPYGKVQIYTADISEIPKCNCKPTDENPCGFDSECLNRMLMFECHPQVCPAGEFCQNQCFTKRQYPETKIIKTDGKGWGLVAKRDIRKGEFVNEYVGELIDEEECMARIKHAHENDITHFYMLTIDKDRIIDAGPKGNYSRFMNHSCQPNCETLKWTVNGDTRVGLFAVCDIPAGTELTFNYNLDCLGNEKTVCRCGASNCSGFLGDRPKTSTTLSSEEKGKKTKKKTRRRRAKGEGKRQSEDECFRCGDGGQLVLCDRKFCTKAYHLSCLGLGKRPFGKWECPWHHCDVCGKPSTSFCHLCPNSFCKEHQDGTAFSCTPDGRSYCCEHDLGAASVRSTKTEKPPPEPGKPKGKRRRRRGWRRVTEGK
# An asterisk follows results filed as active; ? = inconclusive; / = not tested or not shown.
Molecule	PfHsp90 yeast 2	CAL PDZ FP-1	PvdQ inh	MITF TRPM1 HTS	CAL PDZ FP-2	Rtt109 Vps75	SR-BI HDL uptake	SR-BI DiI-HDL act	dFosB act	NSD2 HMT inh
CC(=O)Nc1ccc(NC(=O)COC(=O)C2(c3ccc(Cl)cc3)CCCC2)cc1	-2.8	-2.1	8.7	0.5	-1.1	5.1	50.4	-50.4	-6.9	-1.4
COC(=O)CCSCc1cn2cc(Cl)ccc2n1	-1.0	-2.8	3.2	11.9	-0.7	4.5	-2.5	2.5	5.7	6.0
CCc1ccc2c(c1)/C(=C/C(=O)c1cccs1)C(=O)N2	124.5*	1.2	-21.2	/	0.3	0.4	1.4	-1.4	-14.1	0.5
CCN(C(=O)COC(=O)Cn1c(=O)oc2ccccc21)c1c(N)n(Cc2ccccc2)c(=O)[nH]c1=O	/	-0.8	-4.8	-4.5	0.5	-13.1	-20.7	20.7	1.9	0.2
O=C(CSc1nc2ccccc2s1)Nn1cnnc1	-10.6	4.1	-4.0	-1.8	0.9	21.4	-15.2	15.2	-10.1	-2.0
CC(C)(C)C1CCc2c(sc3nc(SCC(=O)O)nc(N)c23)C1 (configuration not stated)	-1.7	-3.6	-0.8	2.7	1.4	22.4	0.8	-0.8	-4.2	8.7
Cc1ccsc1C(=O)Nc1ccc(O)c(-c2nc3ccccc3s2)c1	-7.2	-5.5	-4.9	-11.7	-0.6	1.6	10.8	-10.8	9.4	-5.0
O=C(Nc1cc(S(=O)(=O)N2CCOCC2)ccc1N1CCCC1)c1ccc2c(c1)S(=O)(=O)c1ccccc1C2=O	-13.5	1.1	-7.4	-14.6	-1.6	15.1	6.8	-6.8	-17.1	-0.6
O=C(Cc1ccccc1)NCC(=O)N1CCC2(CC1)NCCc1[nH]cnc12	10.1	-7.2	-15.7	-4.4	-2.2	-2.0	-14.0	14.0	-1.1	0.6
N#C/C(=C\c1cccs1)C(=O)Nc1ccccn1	1.5	0.4	10.0	88.5*	-3.6	32.2	/	/	-5.2	/
COc1cccc(NC(=O)CSc2nc(N)cc(N)n2)c1	/	-6.1	-8.3	16.4	-1.5	7.7	-15.3	15.3	-0.6	1.0
CCOC(=O)N1CC=C2C(C#N)=C(N)C(C#N)(C#N)[C@H](c3ccc(OC(C)C)c(OCC)c3)[C@H]2C1	-12.7	-4.3	-11.9	9.6	0.1	9.0	-10.2	10.2	-6.5	0.5
CCOC(=O)CSc1nc(N)c(C#N)c(CC(C)C)c1C#N	-8.3	-3.8	-8.4	6.4	-2.7	-0.7	-3.0	3.0	-17.6	-2.8
COc1ccccc1NS(=O)(=O)c1cc(NC(=O)c2ccncc2)ccc1N1CCCC1	-53.5	0.5	0.9	-7.7	-1.9	/	8.2	-8.2	-5.5	1.9
COc1cc(CNCCO)ccc1OCC(=O)Nc1ccc(Br)cc1	/	-12.5	-2.2	10.8	-2.7	-8.3	2.2	-2.2	-12.2	33.2
O=S(=O)(N/N=C/c1ccccc1F)c1ccccc1	4.3	1.6	-8.0	-1.3	-2.5	-5.4	-5.0	5.0	2.8	-4.3
Cn1cnnc1SCC(=O)Nc1ccc(N2CCOCC2)cc1	2.7	-5.5	-6.9	4.2	-0.5	-3.7	-20.4	20.4	-2.6	-3.8
O=C(c1ccco1)N1CCN(C(=O)c2ccccc2[N+](=O)[O-])CC1	-5.4	/	-2.5	3.3	-0.8	0.7	-15.0	15.0	-2.2	-1.5
O=C(NCCN1C(=O)C2C3C=CC(C3)C2C1=O)N1CCCCC1 (configuration not stated)	12.6	-2.8	6.4	0.4	-0.3	-5.4	-16.6	16.6	2.0	/
NC1=NC(c2cccc(O)c2)n2c(nc3ccccc32)N1 (configuration not stated)	-30.1	-4.9	-8.6	-8.7	-1.4	2.4	-40.4	40.4	0.2	5.5
COc1ccc(S(=O)(=O)N2CCCN(S(=O)(=O)c3ccc(OC)cc3C)CC2)c(C)c1	1.4	-4.5	-11.0	-7.6	-1.0	-0.4	9.4	-9.4	7.4	-0.4
c1ccc2c(c1)CSc1sccc1C2=C1CCNCC1	-16.0	2.6	-10.7	-26.5	2.0	6.6	7.9	-7.9	?	13.1
CCCCC(=O)Nc1nnc(S(=O)(=O)N2CCCCCC2)s1	3.3	0.3	-16.9	4.0	-2.4	0.2	0.8	-0.8	8.4	2.2
CN(C)/C=N/NC(=O)C1Cc2c(ccc3ccccc23)O1 (configuration not stated)	7.9	-4.4	-16.5	4.3	-0.5	-3.4	-16.8	16.8	-9.1	-0.9
O=c1c2c(-c3ccc([N+](=O)[O-])cc3)csc2nc2n1CCC2	10.8	-5.9	2.7	-6.4	/	3.7	38.5	-38.5	-0.5	-2.4
CCCc1ccc(OCC(O)CN2CCN(C(=O)OCC)CC2)cc1 (configuration not stated)	-12.4	/	-12.4	-13.9	0.4	0.2	-6.6	6.6	-3.5	-1.6
CCC(C)(c1ccc(C(=O)OC)s1)c1ccc(C(=O)OC)s1	-4.4	-3.0	-7.3	/	-1.1	-1.5	-2.9	2.9	-3.3	0.7
c1ccc(-c2cnn3c(-c4ccccc4)c(-c4ccccc4)nc3n2)cc1	-23.3	-3.2	-2.9	-16.6	-0.4	-1.6	21.1	-21.1	1.0	-1.8
CC(C)OCCCNC(=O)CN1C(=O)c2cccc3cccc1c23	-10.2	/	6.1	0.5	0.3	6.3	2.9	-2.9	-4.5	11.3
CC(C)C[C@H](NC(=O)N1CC(=O)Nc2ccccc21)C(=O)N[C@H](Cc1c[nH]c2ccccc12)C(=O)O	13.9	1.5	0.4	-4.0	0.0	-0.3	24.5	-24.5	-5.4	/
CCOC(=O)c1cc(CC)sc1NC(=O)c1ccc(N2C(=O)CCC2=O)cc1	-4.0	-3.2	1.4	8.7	-3.0	/	30.6	-30.6	-8.5	/
COc1ccc(/C=N/Nc2nnc(C)n2N)cc1OC	-57.4	-5.5	-13.0	-13.2	0.6	-4.1	-10.3	10.3	-1.4	110.8*
COc1cc2c(cc1OC)CN(C(=O)Nc1ccccc1)CC2	-6.4	-3.9	-12.2	3.2	-10.6	-4.8	24.7	-24.7	-7.0	-0.5
C=C(C(=O)Nc1ccccc1)c1ccc(C)cc1	-5.8	-2.7	11.1	17.3	-1.4	6.5	-10.1	10.1	-0.8	/
CC(=O)c1cccc(OCC(O)CNCC2COc3ccccc3O2)c1 (configuration not stated)	11.6	-0.9	4.2	0.6	0.5	5.0	37.4	-37.4	1.0	2.5
COc1ccc(C(CNS(=O)(=O)c2ccccc2)N2CCN(C)CC2)cc1 (configuration not stated)	6.0	-1.3	-17.1	2.8	-0.5	5.9	-46.9	46.9	-0.2	5.6
CCc1nc2scc(-c3ccc(C)cc3)c2c(=O)n1N	1.9	-3.0	-10.2	36.8	-2.6	/	-1.8	1.8	1.8	-1.9
Cc1ccc(/C=N/n2nnnc2N)o1	-3.4	-0.8	1.1	/	-0.3	2.7	11.6	-11.6	-5.3	2.3
CNC(=O)C(=O)NCC1CCCN1S(=O)(=O)c1cccs1 (configuration not stated)	/	-0.5	-12.8	-1.1	-2.4	-17.6	2.1	-2.1	2.4	-0.5
Cc1cc2c(c(SCC(=O)NCc3ccccc3Cl)n1)C(=O)OC2	/	1.8	-4.4	0.2	-0.6	8.5	/	/	-6.5	1.5
C=CCN1C(=O)CSc2ccc(C(=O)NCc3ccc(F)cc3)cc21	23.0	-0.1	-8.6	-1.1	-3.0	2.1	9.8	-9.8	-13.3	-4.6
Nc1ccc2oc3ncccc3c(=O)c2c1	/	-7.8	-14.0	34.0	-0.6	-6.1	-9.3	9.3	-6.9	-7.7
Cc1ccc(-c2nc(C3CCCN(S(=O)(=O)c4ccc(C)cc4)C3)no2)cc1 (configuration not stated)	-17.0	/	-17.4	11.6	1.0	-1.2	-8.5	8.5	-10.4	/
CCCCCc1cc(=O)[nH]c(=S)[nH]1	-15.3	1.2	-15.7	-7.5	-2.4	-1.3	-17.9	17.9	3.1	-0.9
COc1ccccc1C(=O)NC(=O)COC(=O)c1ncc(Cl)c(Cl)c1Cl	7.0	-2.3	-7.4	1.9	-3.6	3.2	-9.4	9.4	2.4	-0.6
COCC(=O)NC1CCN(S(=O)(=O)c2ccc(C(=O)O)cc2)CC1	/	/	-9.6	10.4	-0.2	-12.9	-13.1	13.1	-1.7	2.0
CCOc1ccc2nc(SC3CC(=O)N(c4ccc(OC)cc4)C3=O)sc2c1 (configuration not stated)	/	/	-14.0	/	-0.4	-10.4	9.2	-9.2	14.7	9.8
CCOC(=O)CN1C(=O)N(CC)C(C)=C(C(=O)OC)[C@@H]1c1ccccc1	/	-1.1	-11.8	2.2	-0.3	1.7	-29.8	29.8	0.2	/
COc1nc(-c2ccccc2)nc(C)c1CC(=O)O	-0.1	3.8	12.2	-3.5	0.7	3.0	-0.4	0.4	-0.2	-5.5
CCN1CCN(CC(=O)N2c3ccccc3CC2C)CC1 (configuration not stated)	-20.8	/	-8.9	2.2	0.3	3.9	-9.7	9.7	4.0	2.3
COCCCNC(=O)c1cc2c(=O)n3cccc(C)c3nc2s1	3.0	-1.8	-14.1	/	-1.0	5.4	9.1	-9.1	-7.9	5.0
Cc1ccc(NC2CCCCC2NS(=O)(=O)c2ccccc2)c(C)c1 (configuration not stated)	2.0	-1.5	-5.3	-8.7	-1.3	6.7	43.3	-43.3	-12.7	4.4
CCOC(=O)c1cnc2c(-c3ccccc3)c(-c3ccccc3)nn2c1C	-3.8	-5.3	-11.0	-5.3	-3.2	5.3	56.3	-56.3	-13.6	-5.0
COc1ccc(C=O)cc1C1=CC(=O)C[C@H](c2ccc(Cl)cc2)C1	7.8	-0.2	-11.0	-8.8	-1.1	1.5	45.6	-45.6	-10.6	/
